CendR NRP1 mod – NRP-1/CendR interaction modulation; inhibition, % at 25 µM; AID 602438; FAM-RPARPAR peptide binding to NRP-1, fluorescence polarization; O14786; 360,000 tested, 0.85% active;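 active = inhibition or corrected inhibition above about 18%, plus a signal ratio from 0.5 to 1.5, limit read from the data, passing the limit was not always enough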; also: strong numbers were not always called active
FAS TE block – blocks the thioesterase domain of human fatty acid synthase | P49327 | recombinant FAS-TE, OMFH fluorogenic substrate, fluorescence endpoint | inhibition, % at 15 µM | 360,000 tested, 0.67% active | AID 602261;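 active = compounds whose normalised, plate-corrected inhibition of enzyme fluorescence in the single-dose primary screen is 50% or more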;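 also: 0% = DMSO with enzyme and 100% = substrate without enzyme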
MsrA inh – inhibits bovine methionine sulfoxide reductase A. purified bovine MsrA, absorbance read-out. inhibition, % at 15.5 µM. 360,000 tested, 0.75% active; in the data active = inhibition above about 4.5%;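 also: 0% = vehicle wells with enzyme and 100% = reference inhibitor wells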
TbMetRS inhib – blocks T. brucei methionyl-tRNA synthetase activity; purified T. brucei MetRS, ATP depletion, Kinase-Glo luminescence; inhibition, % at 11.9 µM; 360,000 tested, 0.4% active;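 active = inhibition above a per-plate cutoff of the control wells' mean inhibition plus 3 SD, cut at about 5.5% in these data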;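 also: 0% = DMSO wells median and 100% = median of wells with control inhibitor compound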
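Material: T. brucei methionyl-tRNA synthetase, purified; reagent: substrates ATP, L-methionine and bulk Escherichia coli tRNA; dosing: 11.9 µM single point; timing: 15 min plus 2 h at 25 °C; detection: luminescence of leftover ATP; evaluation: % inhibition; control set: DMSO-only wells as low control; replicates: singlicate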
MLLE-PAM2 inh – inhibitors of microRNA-mediated deadenylation, human PABP1 MLLE binding | 360,000 tested, 0.36% active | GST-MLLE / FITC-PAM2 fluorescence polarization | inhibition, % at 20 µM | P11940; in the data active = inhibition above about 35%, passing the limit was not always enough;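 also: plate controls were DMSO wells with GST-MLLE for no effect and wells lacking GST-MLLE protein for full effect; some results filed as inactive read as strong as hits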
Target sequence (P11940 whole entry, looked up): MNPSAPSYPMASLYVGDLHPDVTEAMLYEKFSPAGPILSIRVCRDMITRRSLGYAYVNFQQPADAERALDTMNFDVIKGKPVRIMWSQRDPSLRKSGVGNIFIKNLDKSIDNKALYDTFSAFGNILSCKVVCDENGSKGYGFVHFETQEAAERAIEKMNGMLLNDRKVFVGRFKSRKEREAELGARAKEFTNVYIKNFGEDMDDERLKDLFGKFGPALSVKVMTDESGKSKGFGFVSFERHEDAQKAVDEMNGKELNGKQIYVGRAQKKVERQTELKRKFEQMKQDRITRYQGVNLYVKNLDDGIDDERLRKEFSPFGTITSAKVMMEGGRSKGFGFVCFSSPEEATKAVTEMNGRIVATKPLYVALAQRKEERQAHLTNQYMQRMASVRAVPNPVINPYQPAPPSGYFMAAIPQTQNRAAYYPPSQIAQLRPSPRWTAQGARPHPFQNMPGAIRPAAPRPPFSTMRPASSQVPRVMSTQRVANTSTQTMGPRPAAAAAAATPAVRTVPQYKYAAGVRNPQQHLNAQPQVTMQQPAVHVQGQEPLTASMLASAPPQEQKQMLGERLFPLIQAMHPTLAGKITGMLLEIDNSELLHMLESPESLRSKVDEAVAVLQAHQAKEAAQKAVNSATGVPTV
MT1-MMP act inh – inhibitors of human MT1-MMP activation; HT1080 RFP-PRO-GFP cells, GFP/RFP ratio fluorescence, overnight; percent of plate control window, DMSO zero; P50281; AID 651647; GFP/RFP ratio change, % at 20 µM; 360,000 tested, 0.061% active;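 active = GFP/RFP ratio change of at least 30% with cell ATP level not reduced by more than half and red fluorescence within 50% of control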; also: strong numbers were not always called active
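Material – HT1080 RFP-PRO-GFP cells · Control set – DMSO wells and RFP-L50D-GFP cells · Incubation – overnight cell settling, then overnight compound exposure, 37 °C, 5% CO2 · Compound dosing – single-point 20 µM compound, 1% DMSO · Read-out – GFP/RFP fluorescence ratio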
eLon inh – inhibits E. coli Lon protease; P0A9M0; purified E. coli Lon protease, fluorescence polarization; inhibition, % at 7.94 µM; 360,000 tested, 0.42% active; in the data active = inhibition above about 13%, passing the limit was not always enough;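 also: 0% = enzyme with probe and DMSO and 100% = no enzyme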
SKN-1 block – inhibitors of C. elegans SKN-1; C. elegans VP596 Pgst-4::GFP/RFP ratio, acrylamide-induced, 24 h; inhibition, % at 21.8 µM; 360,000 tested, 0.49% active; AID 624304;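 active = interference check ratio from 0.5 to 1.5 plus GFP to RFP signal ratio inhibition reaching or exceeding a fixed threshold, cut at about 30% in these data, passing the limit was not always enough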; also: some compounds called inactive have numbers as strong as hits
bovine MsrA act – activates bovine MsrA enzyme; AID 602163; activation, % at 10.6 µM; 360,000 tested, 0.3% active; purified bovine MsrA, absorbance read-out; in the data active = activation above about 7.5%;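 also: 0% = vehicle and 100% = reference activator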
Numbers without * were called inactive; x = no result given.

1) COc1cccc(-c2nnc3n2N=C(C(C)(C)C)CS3)c1
2) CC1CCCCC12NC(=O)N(CC(=O)N1CCc3ccccc31)C2=O (centres undefined)
3) Cc1ccc(CNC(=O)C2CCCN2C(=O)Nc2ccccc2)cc1 (centres undefined)
4) CN(CCOc1ccccc1)C(=O)c1ccc(Cl)c(S(=O)(=O)N2CCCCC2)c1
5) COC(=O)c1ccc(Oc2coc3cc(OCc4cnn(-c5ccccc5)c4)ccc3c2=O)cc1
6) Cc1ccc(S(=O)(=O)N2CCN(C(=O)COC(=O)/C=C/c3ccc(C(F)(F)F)cc3)CC2)c(C)c1
Compound	1	2	3	4	5	6
CendR NRP1 mod	5	12	3	-12	1	-9
FAS TE block	-8	-6	-4	12	-3	0
MsrA inh	0.8	0.6	-1.7	0.0	-0.9	-0.5
TbMetRS inhib	-0.2	-0.1	-0.9	-0.5	1.1	-0.1
MLLE-PAM2 inh	-8	-7	-15	3	-24	-1
MT1-MMP act inh	-21	-3	3	8	1	2
eLon inh	-5	-7	-3	3	-7	-5
SKN-1 block	-5	14	-5	2	2	3
bovine MsrA act	-3	-2	-8	-8	2	1

7) OC(CNC1Cc2ccccc2C1)COc1ccc(F)cc1 (centres undefined)
8) COc1ccc(OC)c(CC(NC(C)=O)C(=O)NC2CCN(c3c(Cc4ccccc4)c(C)nc4ncnn34)CC2)c1 (centres undefined)
9) CCOC(=O)C[N+](C)(C)CCOC1CC2CCC1(C)C2(C)C (centres undefined)
10) N#CC(c1nc2ccccc2nc1OCCO)S(=O)(=O)c1ccccc1 (centres undefined)
11) CC(OC(=O)CCc1nc2ccccc2c(=O)[nH]1)C(=O)Nc1cccc(C(F)(F)F)c1 (centres undefined)
12) CCc1nc2ccc(C(=O)Nc3ccc(NC(C)=O)cc3)cn2c1N(C)CCC(C)C
Compound	7	8	9	10	11	12
CendR NRP1 mod	4	-11	2	-14	-8	-3
FAS TE block	-3	-8	-6	2	-1	12
MsrA inh	0.6	0.9	-0.4	0.7	-1.0	-1.3
TbMetRS inhib	-0.9	0.4	0.1	-0.3	0.0	0.2
MLLE-PAM2 inh	9	3	0	8	-12	-2
MT1-MMP act inh	0	9	3	-3	-1	-4
eLon inh	-14	13	4	-8	7	0
SKN-1 block	-6	14	0	3	7	12
bovine MsrA act	0	-5	-5	1	0	8.8*

13) C[C@H]1CN([C@@H](C)CO)S(=O)(=O)c2ccc(Br)cc2O[C@H]1CN(C)C(=O)CN(C)C
14) CCOc1cc(OCC)cc(C(=O)N2CCC[C@H]2C(=O)N2CCC[C@H]2C(=O)N[C@@H](C)c2ccccc2)c1
15) CCOc1nc(N(C)C)nc(-n2nnc(C(C)=O)c2C)n1
16) O=C(Cc1ccc(NC(=O)C2CCCN(C(=O)C3CCC3)C2)cc1)Nc1cccc(C(=O)N2CCCC2)c1 (centres undefined)
17) O=C1CCCC2=C1C(c1ccc(O)c(O)c1)Nc1ccc3ncccc3c12 (centres undefined)
18) CCN1C(=O)CCN(C2CCCC2)c2nc(Nc3ccc(C(=O)NC4CCN(C)CC4)cc3OC)ncc21
Compound	13	14	15	16	17	18
CendR NRP1 mod	12	1	-4	8	5	21
FAS TE block	-9	-4	-9	-8	-2	-2
MsrA inh	-1.4	1.2	0.7	-0.4	1.8	0.9
TbMetRS inhib	-1.7	-0.3	-0.8	0.6	0.2	-0.4
MLLE-PAM2 inh	1	x	-3	-2	-12	15
MT1-MMP act inh	8	7	-6	5	5	19
eLon inh	-5	5	-1	7	3	0
SKN-1 block	10	-1	-12	-21	-3	6
bovine MsrA act	-10	-5	-10	0	-3	-5

19) CCOC(=O)c1cnn(Cc2ccccc2Cl)c1N
20) COC(=O)CCCC(=O)NC1CCCc2c1cnn2-c1ccc(F)cc1F (centres undefined)
21) O=C(CN1CCCN(Cc2ccc(F)cc2Cl)C1=O)NCc1ccccc1
22) Cc1cc(C)cc(NC(=O)CSc2nc3nc(C)cc(C)c3c(=O)[nH]2)c1
23) CC1(C(=O)NCc2ccc(C(F)(F)F)cc2)CCN1C1Cc2ccccc2C1 (centres undefined)
24) O=C(O)c1ccccc1NC(=S)NC(=O)c1sc2ccccc2c1Cl
Compound	19	20	21	22	23	24
CendR NRP1 mod	-3	-1	-4	-9	4	-15
FAS TE block	-10	-7	-2	0	23	1
MsrA inh	0.1	-0.8	1.4	1.6	0.3	2.1
TbMetRS inhib	-0.2	-0.3	-1.6	-0.2	-0.2	-0.2
MLLE-PAM2 inh	-6	8	3	0	16	31
MT1-MMP act inh	-4	1	-1	1	-5	-2
eLon inh	3	-9	-3	-1	-1	12
SKN-1 block	-21	8	-17	-8	-10	-4
bovine MsrA act	-3	-4	-3	-3	1	-4

25) O=C(NCCN1CCN(c2ccccc2F)CC1)C1CC(=O)N(C2CCCC2)C1 (centres undefined)
26) CCOc1ccc(NC(=O)N(CCCN2CCOCC2)Cc2cccnc2)cc1
27) Cc1c(NC(=S)NC(=O)c2ccc(Cl)cc2)c(=O)n(-c2ccccc2)n1C
28) Cc1cc(N2CCCCC2)nc(SCc2ccc(C#N)cc2)n1
29) CCOc1ccc(OCCCC(=O)NCCc2ccc(OC)cc2)cc1
30) COc1ccc(OCc2cc(C(=O)NCc3cccc(C)n3)no2)c(Cl)c1
Compound	25	26	27	28	29	30
CendR NRP1 mod	-12	1	3	-6	2	7
FAS TE block	-3	-5	-4	11	-3	1
MsrA inh	2.5	0.1	0.3	0.5	0.5	-0.5
TbMetRS inhib	0.2	-0.3	-0.5	-0.3	-0.3	0.8
MLLE-PAM2 inh	-10	0	19	0	-1	14
MT1-MMP act inh	0	1	0	-11	-1	1
eLon inh	-6	0	4	-6	2	-1
SKN-1 block	-3	9	28	13	5	-4
bovine MsrA act	-1	-2	-3	-5	-1	-5

31) CCCc1cc(=O)[nH]c2nnc(SCC(=O)Nc3cc(C)on3)n12
32) COc1cc(C(=O)N(Cc2ccccn2)CC2CCCO2)cc(OC)c1OC (centres undefined)
33) Cc1ccc2c(Cl)c(Cc3ccccc3)c(=S)[nH]c2n1
34) O=C(NCCSc1ccccc1)c1ccco1
35) CC12CCC(C(=O)NCC3CCCO3)(OC1=O)C2(C)C (centres undefined)
36) CC1CCCCC1NC(=O)CSc1nnc(N)s1 (centres undefined)
Compound	31	32	33	34	35	36
CendR NRP1 mod	1	6	8	12	-7	9
FAS TE block	-5	-2	18	-10	-2	-4
MsrA inh	-0.9	-0.4	1.3	-0.8	-0.5	0.0
TbMetRS inhib	-0.1	0.3	-0.7	-0.6	-1.0	0.7
MLLE-PAM2 inh	0	-7	17	5	2	4
MT1-MMP act inh	2	0	6	4	3	6
eLon inh	-3	-3	15	-7	4	0
SKN-1 block	-3	9	20	8	-13	10
bovine MsrA act	-1	-2	-3	-7	-12	-3

37) Cc1c(NC(=O)Nc2ccc(Cl)c(Cl)c2)sc(=S)n1C
38) O=C(CSc1nnc(-c2cccs2)n1Cc1ccco1)c1ccc2c(c1)OCO2
39) O=C(O)C1Nc2c(O)cccc2C2C=CCC12 (centres undefined)
40) Cc1cccc(C)c1NC(=S)N(Cc1ccco1)C1CCN(C(C)C)CC1
41) COC(=O)c1ccc2c(C)c(C3(O)CCCCC3)[nH]c2c1
42) N#Cc1c(NC(=O)CCn2cnc3ccccc3c2=O)oc(-c2ccccc2)c1-c1ccccc1
Compound	37	38	39	40	41	42
CendR NRP1 mod	9	38*	11	11	15	-1
FAS TE block	24	12	2	-11	0	18
MsrA inh	1.2	0.8	0.1	0.5	1.1	1.3
TbMetRS inhib	1.2	-0.3	0.1	0.4	-0.4	-0.6
MLLE-PAM2 inh	-18	-107	-1	-1	-1	-50
MT1-MMP act inh	10	2	18	0	2	20
eLon inh	13	-8	9	-8	-13	-10
SKN-1 block	-1	12	3	1	4	18
bovine MsrA act	-6	2	-5	1	4	-2

43) Cc1cccc(NC(=S)NNC(=O)c2csc(C(C)C)c2)c1
44) Cc1cc(C)c(S(=O)(=O)N2CCN(c3ccc([N+](=O)[O-])c(NCc4ccco4)c3)CC2)c(C)c1
45) NC(=S)NNC(=O)c1ccccc1
46) CCOC(=O)N1CCN(C2CCCN(C(=O)c3ccccc3SC)C2)CC1 (centres undefined)
47) C=CC(=O)Nc1ccc(Nc2nc(NC3CCC(N(C)C)CC3)nc3c2ncn3C(C)C)cc1 (centres undefined)
48) Cc1ccc(C)c(S(=O)(=O)N2CCN(C(=O)c3ccc(-n4cncn4)c([N+](=O)[O-])c3)CC2)c1
Compound	43	44	45	46	47	48
CendR NRP1 mod	-11	3	0	5	27*	-6
FAS TE block	-5	36	-6	-5	-9	-4
MsrA inh	-1.1	-0.5	-0.3	-0.9	x	-0.2
TbMetRS inhib	-0.8	-0.2	-0.7	0.2	0.0	1.1
MLLE-PAM2 inh	29	-9	3	16	0	-3
MT1-MMP act inh	3	11	-2	-1	-36	-4
eLon inh	-2	-3	0	-1	2	-10
SKN-1 block	-6	3	-10	2	22	-1
bovine MsrA act	2	-1	-2	-2	-2	-2

49) O=[N+]([O-])c1cccc(CNCc2ccccc2)c1
50) O=C(CSc1ccc([N+](=O)[O-])cn1)Nc1ccc2c(c1)OCO2
51) CC1CCN(S(=O)(=O)c2ccc(Oc3ccc([N+](=O)[O-])cc3)cc2)CC1
52) O=C(NNS(=O)(=O)c1ccccc1)c1cccnc1
53) Cc1ccc(NCC(O)C(O)C(O)CO)cc1C (centres undefined)
54) CC(=O)OCCCCON1C(=O)c2ccccc2C1=O
Compound	49	50	51	52	53	54
CendR NRP1 mod	-14	5	5	7	6	-8
FAS TE block	9	86*	32	-5	-7	0
MsrA inh	-0.2	0.6	2.0	-0.8	-1.3	0.7
TbMetRS inhib	-0.6	2.3	-1.4	0.1	1.3	-0.9
MLLE-PAM2 inh	7	7	0	-13	10	-53
MT1-MMP act inh	1	1	-7	1	-1	5
eLon inh	-9	-1	2	-2	2	2
SKN-1 block	1	-3	-2	3	18	-5
bovine MsrA act	-3	3	-10	-2	-3	0

One compound at a time (already shown). Order of screens: CendR NRP1 mod	FAS TE block	MsrA inh	TbMetRS inhib	MLLE-PAM2 inh	MT1-MMP act inh	eLon inh	SKN-1 block	bovine MsrA act
`O=[N+]([O-])c1cccc(CNCc2ccccc2)c1` reads -14	9	-0.2	-0.6	7	1	-9	1	-3
`CC1CCN(S(=O)(=O)c2ccc(Oc3ccc([N+](=O)[O-])cc3)cc2)CC1` reads 5	32	2.0	-1.4	0	-7	2	-2	-10
`O=C(CSc1ccc([N+](=O)[O-])cn1)Nc1ccc2c(c1)OCO2` reads 5	86*	0.6	2.3	7	1	-1	-3	3

Values by screen from above.
FAS TE block for nos. 32–43: -2, 18, -10, -2, -4, 24, 12, 2, -11, 0, 18, -5
SKN-1 block for nos. 32–43: 9, 20, 8, -13, 10, -1, 12, 3, 1, 4, 18, -6

(more compounds)
55) CCOC(=O)c1ccc(NC(=O)CC2COc3ccccc3O2)cc1 (centres undefined)
56) Cc1ccc(-c2ccc(SCC(=O)N3CCN(c4ccccc4)CC3)nn2)cc1
57) CN(Cc1cnccn1)C(=O)CC1C(=O)NCCN1Cc1cccc(F)c1 (centres undefined)
58) C=CCN(C(=O)c1csnn1)C(C(=O)NC1CCCC1)c1cccs1 (centres undefined)
Compound	55	56	57	58
CendR NRP1 mod	5	-6	1	12
FAS TE block	12	-10	-7	-6
MsrA inh	0.1	0.2	1.2	-1.6
TbMetRS inhib	-0.7	0.3	-0.1	-0.7
MLLE-PAM2 inh	11	20	19	23
MT1-MMP act inh	-2	-9	-2	-2
eLon inh	-1	-4	-13	6
SKN-1 block	6	11	-15	-2
bovine MsrA act	-4	-2	-5	-4

Screening results (PubChem BioAssay)
